Screening results as filed in PubChem BioAssay.
hgDAF-12 ag – H. glycines DAF-12 receptor agonists, primary screen, cell-based, luminescence, HEK293, GAL4 fusion, UAS-luciferase; HEK293 GAL4-hgDAF12 UAS-luciferase reporter, agonist luminescence; normalized to butyrate control; activation, % at 6.8 µM; 370,000 tested, 1.8% active;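 active = activation above a cutoff set at the mean of all screened compounds plus 3 SD, cut at about 10% in these data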;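 note: 0% = DMSO wells and 100% = sodium butyrate wells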
SMARCA2 act – SMARCA2 (BRM) function activators, primary screen, cell-based, luminescence, high throughput | MG213 cells, MMTV-luciferase reporter, dexamethasone, overnight | activation, % at 9.1 µM | 370,000 tested, 1% active; in the data active = activation above about 7.8%;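 note: 0% = vehicle wells and 100% = reference activator wells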
ssDAF-12 act – S. stercoralis DAF-12 nuclear receptor activators, primary screen, cell-based, luminescence, HEK293, GRIP1 co-expression, lit1-tk-luc; Nuclear hormone receptor DAF-12 (Strongyloides stercoralis); activation, % at 6.8 µM; AID 652126, 2013; HEK293 ssDAF-12/GRIP1 lit1-tk-luc reporter; % of 3 µM dafachronic acid response; 370,000 tested, 1% active;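 active = activation above the mean over all tested compounds plus 3 SD, cut at about 0.9% in these data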;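 note: 0% = DMSO-only wells and 100% = 3 µM delta7-dafachronic acid wells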
DAX1 inh-1 – DAX1 (NR0B1) inhibitors, primary screen, cell-based, HEK293, Gal4-DAX1, luciferase luminescence; AID 504766, 2011; 340,000 tested, 0.99% active; HEK293 Gal4-DAX1 luciferase reporter; inhibition, % at 6.75 µM;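 active = inhibition above the mean over all tested compounds plus 3 SD, cut at about 4.2% in these data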;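 note: 0% = DAX1-transfected cells with DMSO and 100% = empty-vector control cells with DMSO; inhibition shows as a rise in luminescence from relieved DAX1 repression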
FXN GAA850 act – FXN promoter activators, primary screen, cell-based, luciferase luminescence, HEK293 lucGAA850. HEK293 lucGAA850 FXN promoter luciferase reporter, 24 h; percent of 10 µM SAHA response. activation, % at 6 µM. 360,000 tested, 0.56% active. AID 540364, 2011;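 active = activation above the average of all compounds screened plus 3 SD, cutoff fixed separately per campaign, cut at about 7.5% in these data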;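 note: 0% = DMSO wells and 100% = 10 µM SAHA wells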
GC-B act – human GC-B receptor activators, primary screen, HEK293 GC-B cells, cGMP TR-FRET, EC30 CNP | 370,000 tested, 0.11% active | 0% at EC30 CNP, 100% saturating CNP | activation, % at 10 µM;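 active = activation at 10 µM reaching about 35% in either raw or pattern-adjusted values, limit read from the data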
ADAM10 inh – human ADAM10 inhibitors, primary screen, biochemical, QFRET, HTS; Disintegrin and metalloproteinase domain-containing protein 10 (Homo sapiens), O14672; inhibition, % at 7 µM; recombinant ADAM10, EDANS/DABCYL FRET peptide cleavage, 3 h; AID 720582, 2013; 370,000 tested, 0.62% active;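 active = inhibition above a per-campaign cutoff equal to the mean of compounds falling between control-based bounds plus 3 SD, cut at about 20% in these data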;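 note: 0% = DMSO wells while the 100% control is not disclosed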
Target sequence (O14672 214-748 limits assumed): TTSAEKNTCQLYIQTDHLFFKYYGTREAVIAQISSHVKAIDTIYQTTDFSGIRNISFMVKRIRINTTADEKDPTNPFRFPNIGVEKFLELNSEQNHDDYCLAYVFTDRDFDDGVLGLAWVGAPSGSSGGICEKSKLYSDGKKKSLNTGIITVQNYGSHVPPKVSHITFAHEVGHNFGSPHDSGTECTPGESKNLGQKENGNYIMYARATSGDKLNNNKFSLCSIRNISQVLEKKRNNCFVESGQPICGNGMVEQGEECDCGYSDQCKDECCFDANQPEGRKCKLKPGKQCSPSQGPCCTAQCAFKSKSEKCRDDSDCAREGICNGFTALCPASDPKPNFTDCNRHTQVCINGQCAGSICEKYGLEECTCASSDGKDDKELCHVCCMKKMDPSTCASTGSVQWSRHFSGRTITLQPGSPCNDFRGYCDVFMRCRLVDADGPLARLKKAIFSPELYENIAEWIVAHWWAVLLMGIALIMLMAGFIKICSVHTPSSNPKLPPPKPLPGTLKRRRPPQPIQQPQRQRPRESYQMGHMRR
hcDAF12 agonist – H. contortus DAF-12 nuclear receptor activators, primary screen, cell-based, luminescence, HEK293, lit1-tk-luc reporter; activation, % at 6.8 µM; 370,000 tested, 1.4% active; HEK293 hcDAF-12 lit1-tk-luc reporter; 0% DMSO, 100% Δ7-dafachronic acid;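 active = activation above the mean of all tested compounds plus 3 SD, cut at about 5.5% in these data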;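 note: 100% = response to 3 µM Δ7-dafachronic acid high control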
HGIII-sPLA2 inh – human group III sPLA2 inhibitors, primary screen, biochemical, QFRET, BODIPY PC-A2 liposome substrate; inhibition, % at 12.2 µM; AID 743126, 2013; QFRET BODIPY PC-A2 liposome hydrolysis, fluorescence; 370,000 tested, 0.56% active;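 active = inhibition above mean plus 3 SD of compounds lying within the high and low control bounds, cut at about 19% in these data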;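 note: 0% = median of test compound wells and 100% = no enzyme DMSO wells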
Target sequence (Q9NZ20 whole entry, looked up): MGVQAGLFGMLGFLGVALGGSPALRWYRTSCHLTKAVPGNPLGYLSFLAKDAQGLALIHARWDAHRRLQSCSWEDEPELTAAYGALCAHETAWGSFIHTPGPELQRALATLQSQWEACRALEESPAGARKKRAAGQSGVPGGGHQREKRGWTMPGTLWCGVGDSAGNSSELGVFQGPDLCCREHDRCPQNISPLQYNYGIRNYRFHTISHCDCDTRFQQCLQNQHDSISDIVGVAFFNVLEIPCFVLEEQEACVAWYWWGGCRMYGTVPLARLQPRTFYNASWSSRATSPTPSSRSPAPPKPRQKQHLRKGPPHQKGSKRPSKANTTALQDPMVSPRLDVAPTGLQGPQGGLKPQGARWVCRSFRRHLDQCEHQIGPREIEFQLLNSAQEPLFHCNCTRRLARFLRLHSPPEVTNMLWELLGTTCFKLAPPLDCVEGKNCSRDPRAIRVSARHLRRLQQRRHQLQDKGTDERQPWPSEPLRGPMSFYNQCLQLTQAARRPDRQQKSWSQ
DAX1 inh-2 – DAX1 (NR0B1) inhibitors on StAR promoter, primary screen, cell-based, luminescence, SF-1 (NR5A1), full-length DAX-1; 370,000 tested, 1.1% active; HEK293T StAR-luciferase reporter, SF-1/DAX-1 repression relief; AID 652010, 2013; inhibition, % at 6.8 µM;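 active = inhibition above the mean over all tested compounds plus 3 SD, cut at about 3.6% in these data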;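 note: 0% = DAX-1 cells with DMSO and 100% = cells lacking DAX-1 with DMSO; higher inhibition means more luminescence from relief of DAX-1 repression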
GC-A act – GC-A stimulated cGMP production enhancers – HEK293 GC-A cells, cGMP TR-FRET, EC30 ANP, primary screen. Atrial natriuretic peptide receptor 1 (Homo sapiens), P16066. 0% at EC30 ANP, 100% saturating ANP. activation, % at 10 µM. 370,000 tested, 0.14% active. AID 1671463, 2021; in the data active = activation above about 40%
* marks the source's active call; other numbers are inactive results. No enrichment for hits (roughly 6.6% active in at least one column).

CC1CC(C)(C)N(C(=O)CSc2ccc(-c3ccc(F)cc3)nn2)c2ccccc21 (centres undefined) was read as hgDAF-12 ag -2.8, SMARCA2 act -3, ssDAF-12 act -1.4, DAX1 inh-1 -0.6, FXN GAA850 act 0.6, ADAM10 inh -13, hcDAF12 agonist -0.2, HGIII-sPLA2 inh 7 and DAX1 inh-2 0.2.
`Cc1ccccc1CS(=O)(=O)Cc1ccc(C(=O)NCCCN2CC(C)CC(C)C2)o1` (centres undefined) gave hgDAF-12 ag -0.4, SMARCA2 act 5, ssDAF-12 act -0.8, DAX1 inh-1 2.2, FXN GAA850 act 2.5, GC-B act 0, ADAM10 inh 8, hcDAF12 agonist -1.1, HGIII-sPLA2 inh -3, DAX1 inh-2 -0.1 and GC-A act 2.
CCCCNc1c(-c2cccc(-c3cc(C(C)=O)cs3)c2)nc2ccc(C)cn12 was read as hgDAF-12 ag -1.0, SMARCA2 act 5, ssDAF-12 act -2.1, DAX1 inh-1 -2.4, FXN GAA850 act -8.7, GC-B act 17, ADAM10 inh 3, hcDAF12 agonist -3.8, HGIII-sPLA2 inh -2, DAX1 inh-2 -1.7 and GC-A act 15.
For CN1CCN(CC(=O)O)CC1 the results were hgDAF-12 ag -1.7, SMARCA2 act -2, ssDAF-12 act -0.3, DAX1 inh-1 0.3, FXN GAA850 act 0.5, GC-B act 1, ADAM10 inh -2, hcDAF12 agonist -1.3, HGIII-sPLA2 inh 5, DAX1 inh-2 -0.8 and GC-A act 3.
CCn1nnc(-c2ccccc2NS(=O)(=O)c2ccc(S(=O)(=O)N(C)C3CCCCC3)cc2)n1 was read as hgDAF-12 ag -3.2, SMARCA2 act -3, ssDAF-12 act -0.9, DAX1 inh-1 -0.5, FXN GAA850 act 0.1, GC-B act -1, ADAM10 inh 0, hcDAF12 agonist -2.3, HGIII-sPLA2 inh -23, DAX1 inh-2 -0.3 and GC-A act 0.
Screening c1coc(-c2nc3nc4ccccc4n3nc2-c2ccco2)c1 returned hgDAF-12 ag 0.5, SMARCA2 act 1, ssDAF-12 act -1.3, DAX1 inh-1 -0.9, FXN GAA850 act 1.6, GC-B act -11, ADAM10 inh -1, hcDAF12 agonist 1.2, HGIII-sPLA2 inh -9, DAX1 inh-2 -0.3 and GC-A act 20.
For COc1ccc(N2CCN(CC(=O)NC(=O)NCc3ccccc3)CC2)cc1 the results were hgDAF-12 ag 3.0, SMARCA2 act -1, ssDAF-12 act -0.8, DAX1 inh-1 0.9, FXN GAA850 act 1.8, GC-B act -3, ADAM10 inh -8, hcDAF12 agonist -0.5, HGIII-sPLA2 inh 4, DAX1 inh-2 0.1 and GC-A act -2.
Cc1ccc(/C(N)=N/OC(=O)c2ccc3ccccc3c2)cc1 was read as hgDAF-12 ag 0.7, SMARCA2 act 4, ssDAF-12 act -0.9, DAX1 inh-1 0.0, FXN GAA850 act 1.9, GC-B act 5, ADAM10 inh -6, hcDAF12 agonist -0.5, HGIII-sPLA2 inh 0, DAX1 inh-2 0.0 and GC-A act 3.
For Cc1ccc(CN2C(=O)CSCC2(C)C(=O)NC(C)C)cc1 (centres undefined) the results were hgDAF-12 ag -1.0, SMARCA2 act -1, ssDAF-12 act -0.8, GC-B act 6, ADAM10 inh -5, hcDAF12 agonist 1.1, HGIII-sPLA2 inh 1, DAX1 inh-2 -0.3 and GC-A act 2.
Screening COC(=O)CCc1sc(Nc2ccccc2)nc1-c1ccc(OC)cc1 returned hgDAF-12 ag 14*, SMARCA2 act 9.7*, ssDAF-12 act 0.2, DAX1 inh-1 2.3, FXN GAA850 act 6.8, GC-B act -6, ADAM10 inh 3, hcDAF12 agonist 3.4, HGIII-sPLA2 inh 3, DAX1 inh-2 2.3 and GC-A act 1.
Screening C/C=C/c1ccccc1OCc1ccc(C(=O)OC)o1 returned hgDAF-12 ag 1.4, SMARCA2 act 3, ssDAF-12 act -0.8, DAX1 inh-1 -0.8, FXN GAA850 act -0.4, GC-B act -4, ADAM10 inh 3, hcDAF12 agonist -0.7, HGIII-sPLA2 inh -5, DAX1 inh-2 0.6 and GC-A act -4.
Screening Cn1c(-c2ccccc2)c(CCO)c2ccccc21 returned hgDAF-12 ag 0.1, SMARCA2 act 1, ssDAF-12 act -0.9, DAX1 inh-1 0.7, FXN GAA850 act 3.9, GC-B act 2, ADAM10 inh -80, hcDAF12 agonist -2.6, HGIII-sPLA2 inh 2, DAX1 inh-2 0.3 and GC-A act -2.

A portion taken from the entries so far, for reference:
CC1CC(C)(C)N(C(=O)CSc2ccc(-c3ccc(F)cc3)nn2)c2ccccc21 (centres undefined) was read as hgDAF-12 ag -2.8, SMARCA2 act -3, ssDAF-12 act -1.4, DAX1 inh-1 -0.6, FXN GAA850 act 0.6, ADAM10 inh -13, hcDAF12 agonist -0.2, HGIII-sPLA2 inh 7 and DAX1 inh-2 0.2.
`Cc1ccccc1CS(=O)(=O)Cc1ccc(C(=O)NCCCN2CC(C)CC(C)C2)o1` (centres undefined) gave hgDAF-12 ag -0.4, SMARCA2 act 5, ssDAF-12 act -0.8, DAX1 inh-1 2.2, FXN GAA850 act 2.5, GC-B act 0, ADAM10 inh 8, hcDAF12 agonist -1.1, HGIII-sPLA2 inh -3, DAX1 inh-2 -0.1 and GC-A act 2.

Following part:
Screening COc1cccc(/C=C/C(=O)OCC(=O)NCC2CCCCC2)c1OC returned hgDAF-12 ag 0.3, SMARCA2 act 1, ssDAF-12 act -0.6, DAX1 inh-1 0.5, FXN GAA850 act -0.5, GC-B act 4, ADAM10 inh -5, hcDAF12 agonist -2.2, HGIII-sPLA2 inh 4, DAX1 inh-2 -1.1 and GC-A act 1.
`COC(=O)C1=C(N)N(c2ccccc2F)C2=C(C(=O)CC(C)(C)C2)C1c1ccc(OC)c(OC)c1` (centres undefined) gave hgDAF-12 ag -6.4, SMARCA2 act -3, ssDAF-12 act -1.8, DAX1 inh-1 -0.1, FXN GAA850 act -0.6, GC-B act -16, ADAM10 inh -4, hcDAF12 agonist -0.1, HGIII-sPLA2 inh 8, DAX1 inh-2 -0.6 and GC-A act -11.
Screening O=C(c1ccncc1)N1N=C(c2ccc(Br)cc2)CC1c1ccccc1O (centres undefined) returned hgDAF-12 ag 1.2, SMARCA2 act -4, ssDAF-12 act -1.1, DAX1 inh-1 -0.7, FXN GAA850 act 1.2, GC-B act -10, ADAM10 inh 13, hcDAF12 agonist -2.9, HGIII-sPLA2 inh -35, DAX1 inh-2 -0.1 and GC-A act -2.
`CCOc1cccc(NC(=O)C2CC(=O)NC(=Nc3ccccc3)S2)c1` (centres undefined) gave hgDAF-12 ag -4.1, SMARCA2 act -1, ssDAF-12 act -1.1, DAX1 inh-1 0.1, FXN GAA850 act -0.4, GC-B act 1, ADAM10 inh 9, hcDAF12 agonist -0.4, HGIII-sPLA2 inh -32, DAX1 inh-2 -0.4 and GC-A act 0.
Screening CN(C)CCN(C(=O)c1ccc(S(=O)(=O)N(C)C)cc1)c1nc2cc3c(cc2s1)OCCO3 returned hgDAF-12 ag 7.8, SMARCA2 act 4, ssDAF-12 act -0.2, DAX1 inh-1 -1.2, FXN GAA850 act 5.6, GC-B act -3, ADAM10 inh 8, hcDAF12 agonist 2.5, HGIII-sPLA2 inh 8, DAX1 inh-2 0.5 and GC-A act -1.
N#Cc1ccccc1CN1C(=O)S/C(=C/c2cccn2-c2ccc(C(=O)O)cc2)C1=O was read as hgDAF-12 ag -1.7, SMARCA2 act 0, ssDAF-12 act -1.6, DAX1 inh-1 1.2, FXN GAA850 act -0.7, GC-B act 3, ADAM10 inh 2, hcDAF12 agonist 0.0, HGIII-sPLA2 inh 0, DAX1 inh-2 0.1 and GC-A act -9.
Screening COc1ccc(-c2cc(=O)oc3cc(OCC(C)=O)ccc23)cc1 returned hgDAF-12 ag -3.2, SMARCA2 act -1, ssDAF-12 act -1.3, DAX1 inh-1 -1.4, FXN GAA850 act 3.2, GC-B act -3, ADAM10 inh -40, hcDAF12 agonist -3.3, HGIII-sPLA2 inh -2, DAX1 inh-2 0.1 and GC-A act 4.
`CN1CCN(C(=O)c2cc([N+](=O)[O-])ccc2Cl)CC1` gave hgDAF-12 ag 3.5, SMARCA2 act -1, ssDAF-12 act -1.1, DAX1 inh-1 -0.4, FXN GAA850 act 1.0, GC-B act -1, ADAM10 inh 8, hcDAF12 agonist 0.4, HGIII-sPLA2 inh 13, DAX1 inh-2 0.0 and GC-A act 2.
CCCS(=O)(=O)NC(=O)C1(C)CCN(C(=O)c2cc(OC)c(OC)c(OC)c2)C1 (centres undefined) was read as hgDAF-12 ag 2.1, SMARCA2 act -2, ssDAF-12 act -0.9, FXN GAA850 act -1.3, GC-B act 1, ADAM10 inh -9, hcDAF12 agonist -1.8, HGIII-sPLA2 inh 6, DAX1 inh-2 -0.2 and GC-A act 1.
C=CCNC(=O)c1ccccc1NC(=O)COc1ccccc1 was read as hgDAF-12 ag 0.8, SMARCA2 act -3, ssDAF-12 act -1.9, DAX1 inh-1 -1.2, FXN GAA850 act 1.7, GC-B act 4, ADAM10 inh -1, hcDAF12 agonist 0.5, HGIII-sPLA2 inh -5, DAX1 inh-2 -0.1 and GC-A act -2.
Cc1cccc(C2C3=C(CCCC3=O)N=C3c4ccccc4C(=O)C32)c1 (centres undefined) was read as hgDAF-12 ag -5.1, SMARCA2 act 1, ssDAF-12 act -0.8, DAX1 inh-1 -0.6, FXN GAA850 act -0.1, GC-B act -10, ADAM10 inh -2, hcDAF12 agonist -1.3, HGIII-sPLA2 inh 7, DAX1 inh-2 -1.2 and GC-A act -9.
Screening CC1=CN2C(=N)/C(=C/c3cn(CCCOc4ccccc4C)c4ccccc34)C(=O)N=C2S1 returned hgDAF-12 ag 2.8, SMARCA2 act 2, ssDAF-12 act -0.9, DAX1 inh-1 -0.8, FXN GAA850 act 2.3, GC-B act -3, ADAM10 inh 2, hcDAF12 agonist -0.8, HGIII-sPLA2 inh 4, DAX1 inh-2 1.3 and GC-A act -2.
